MCF10A rereplic: inducers of DNA re-replication in MCF 10A breast cells | MCF 10A DNA re-replication, Hoechst nuclear intensity, 48 h | Potency, µM (top dose mostly 46.1 µM), for inactives: at the top dose activity, positive = re-replication, usual class: activators | 350,000 tested, 2.9% active | AID 624296; note: % of control where 0% means no effect; nearly all actives have a fitted effect of over 50% in size
TGFb SMAD3 inh: inhibitors of TGF-b signaling. HepG2 CAGA-GFP TGF-b/SMAD3 reporter, GFP fluorescence, 18 h; TGF-beta stimulated, 500 pg/mL final. 410,000 tested, 1.2% active. Potency, µM (top dose mostly 46.1 µM), for the others: at the top dose activity, negative = inhibition, hits mostly inhibitors; note: % is set by controls: 0 for no effect and ±100 for the full control effect; nearly all actives have a fitted effect of over 65% in size
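GFP signal (ex488/em500-530) from TGF-beta-stimulated HEPG2 CAGA-GFP cells, 500 pg/mL final, 18 h at 37 degrees C in DMEM plus 1% FBS, normalized to unstimulated and DMSO-stimulated controls.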
Nrf2 inh: inhibitors of Nrf2 signaling | A549 ARE-Fluc reporter, luciferase luminescence, 18-24 h | Potency, µM (top dose mostly 46 µM), without a hit: at the top dose activity change, negative = inhibition, usual class: inhibitors | 360,000 tested, 2.1% active; note: % is set by controls: 0 for no effect and ±100 for the full control effect; nearly all actives have a fitted effect of over 60% in size
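A549 ARE_Fluc cells, 5000/well, 5% FBS OPTI-MEM; compounds in dose-response, 18-24 h at 37 °C/5% CO2; CellTiter-Fluor viability read (Ex 405/Em 525), then BugLite luciferase luminescence = Nrf2 activity.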
Nrf2 ARE act: activates Nrf2 signaling. AREc32 ARE-luciferase reporter (MCF7-derived line), luminescence, 24 h. Potency, µM (top dose mostly 46.1 µM), inactives show at the top dose activation, most hits filed as activators. 410,000 tested, 0.31% active. AID 624171; note: % of control where 0% means no effect; nearly all actives have a fitted effect of over 65% in size
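Nrf2 activation is followed as ARE-luciferase induction in the AREc32 line after one day of compound treatment; luminescence is read with Steady-Glo.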
EPAC2 antagonist: EPAC2 (human) antagonism | Q8WZA2 | EPAC2 GEF exchange of Rap1B-BODIPY-GDP, fluorescence | AID 720708 | Potency, µM (series often up to 114 µM), for inactives: at the highest dose activity, negative = inhibition, most hits filed as inhibitors | 360,000 tested, 0.18% active; note: % is set by controls: 0 for no effect and ±100 for the full control effect; nearly all actives have a fitted effect of over 45% in size; many of its hits are not listed in these tables
Target sequence (Q8WZA2 whole entry, looked up): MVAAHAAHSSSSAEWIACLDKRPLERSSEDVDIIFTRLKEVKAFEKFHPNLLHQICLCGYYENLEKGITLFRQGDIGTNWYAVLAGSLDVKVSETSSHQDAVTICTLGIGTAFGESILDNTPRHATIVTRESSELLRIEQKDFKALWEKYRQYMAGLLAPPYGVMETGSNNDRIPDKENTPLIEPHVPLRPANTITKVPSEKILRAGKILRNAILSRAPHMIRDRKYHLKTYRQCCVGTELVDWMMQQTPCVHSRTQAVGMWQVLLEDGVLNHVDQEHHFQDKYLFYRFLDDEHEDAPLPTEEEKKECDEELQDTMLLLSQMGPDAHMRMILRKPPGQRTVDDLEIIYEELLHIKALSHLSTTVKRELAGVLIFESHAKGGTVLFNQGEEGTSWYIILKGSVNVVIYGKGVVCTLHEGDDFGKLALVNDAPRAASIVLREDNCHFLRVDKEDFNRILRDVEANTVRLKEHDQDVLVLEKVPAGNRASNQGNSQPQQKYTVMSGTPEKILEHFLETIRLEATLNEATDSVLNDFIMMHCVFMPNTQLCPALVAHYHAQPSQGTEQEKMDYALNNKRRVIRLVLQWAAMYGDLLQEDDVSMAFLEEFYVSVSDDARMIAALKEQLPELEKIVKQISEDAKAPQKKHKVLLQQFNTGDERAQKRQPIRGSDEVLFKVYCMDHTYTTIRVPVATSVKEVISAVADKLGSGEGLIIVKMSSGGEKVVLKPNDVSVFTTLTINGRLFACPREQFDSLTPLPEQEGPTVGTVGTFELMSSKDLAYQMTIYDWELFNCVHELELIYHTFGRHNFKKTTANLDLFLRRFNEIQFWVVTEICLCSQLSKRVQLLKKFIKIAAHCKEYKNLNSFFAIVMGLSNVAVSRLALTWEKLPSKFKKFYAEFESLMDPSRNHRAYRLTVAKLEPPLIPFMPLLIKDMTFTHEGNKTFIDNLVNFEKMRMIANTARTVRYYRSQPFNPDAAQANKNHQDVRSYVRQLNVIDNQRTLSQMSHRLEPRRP
ATXN viability: reduces viability in counter-screen for ATXN expression inhibitors | S2 cells (HEK-293 line with an ATXN2-luciferase reporter) viability, CellTiter-Fluor protease fluorescence, 24 h | 400,000 tested, 0.49% active | Potency, µM (titrated, usually from 56.7 µM), most hits filed as cytotoxic | AID 651635; note: nearly all actives have a fitted effect of over 40% in size
ATXN2 expr inh: inhibitors of ATXN2 expression; HEK-293 ATXN2-luciferase reporter, luminescence, 24 h; Potency, µM (highest dose often 57 µM), inactives show top-dose activity change, negative = inhibition, usual class: inhibitors; 360,000 tested, 0.72% active; AID 1745845; note: % is set by controls: 0 for no effect and ±100 for the full control effect; nearly all actives have a fitted effect of over 55% in size
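qHTS (up to 57 uM final) was run with 24 h compound exposure of reporter cells at 37 °C. Each well was multiplexed: SteadyGlo luminescence measured ATXN2-luciferase expression after a fluorogenic Gly-Phe-AFC viability readout (25 uM final).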
HepG2 viability: counter-screen for TGF-b inhibitors: cytotoxicity in HepG2 cells; HepG2 CAGA-GFP viability, ATP luminescence, 18 h; Potency, µM (doses to about 46.1 µM), without a hit: at the top dose activity change, negative = cytotoxicity, hits mostly cytotoxic; 410,000 tested, 0.76% active; note: some results filed as inactive show a strong effect at the top dose
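HepG2 CAGA-GFP cells (1000/well, DMEM with 1% FBS) received compound, then TGF-beta at 500 pg/mL final, and were incubated 18 hours at 37 degrees C. Viability was read by CellTiter-Glo luminescence. Media-only wells were set as complete cell-killing and DMSO as no toxicity.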
A549 viability: kills or reduces viability of A549 cells in Nrf2 counter-screen; A549 ARE-Fluc cells, CellTiter-Fluor viability, 18-24 h; Potency, µM (titrated, usually from 46 µM), without a hit: at the highest dose activity change, negative = cytotoxicity, most hits filed as inhibitors; 390,000 tested, 0.16% active; AID 504648; note: % is set by controls: 0 for no effect and ±100 for the full control effect
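Cytotoxicity counterscreen: CellTiter-Fluor fluorescence was measured in A549 ARE_Fluc cells after 18-24 h of compound exposure in a concentration series. The subsequent BugLite luminescent read reports ARE-luciferase activity.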
Numbers without * were called inactive; i = inactive; ? = inconclusive; . = no result given; [ ] = another dose, or the depositor's remark. Calls come from the whole dose curve; as a rule, active = well fitted curve in the direction sought with a large enough effect; inconclusive = small, poorly fitted or top-dose-only effect, or another doubt; inactive = no such curve, though single readings can be large; an effect the other way counts as inactive or inconclusive. Potency is the fitted concentration of half-maximal effect. Only part of the results is shown; rates above refer to the full screens.

No.	smiles	A549 viability	TGFb SMAD3 inh	ATXN2 expr inh	ATXN viability	EPAC2 antagonist	Nrf2 ARE act	MCF10A rereplic	Nrf2 inh	HepG2 viability
1	COc1ccc(OC)c(S(=O)(=O)Nc2cc3c4c(c2)C(C)C(=O)N4CCC3)c1 (configuration not stated)	2%	4%	6%	i	10%	0.3%	1%	-11%	-6%
2	CCC(C)Sc1nnc(NC(=O)C2CCN(C(=O)c3ccco3)CC2)s1 (configuration not stated)	-7%	-19%	-16%	i	-3%	0.1%	-1%	?	-20%
3	Cc1ccc2nc(Cl)c(C3CC(c4cccs4)=NN3C(=O)CCC(=O)O)cc2c1 (configuration not stated)	-18%	-2%	.	i	0%	1.8%	14%	1%	-6%
4	CCc1ccc(-c2nc(CS(=O)CC(=O)NC3CC3)c(C)o2)cc1 (configuration not stated)	0%	0%	10%	i	-1%	0.5%	1%	2%	-8%
5	Cc1ccc(CNC(=O)c2nnn(Cc3ccc(F)cc3)c2N)cc1	-11%	-6%	-6%	i	.	-1.0%	.	6%	-35%
6	CNC(=O)C1C2C=CC3(O2)C1C(=O)N(CCOC)C3C(=O)NCc1ccc(OC)cc1 (configuration not stated)	5%	-17%	-7%	i	14%	0.0%	-3%	18%	1%
7	CCOC(=O)c1[nH]c2ccccc2c1NC(=O)C1CCCCC1	-2%	-9%	-28%	i	-2%	-0.6%	-18%	-22%	-10%
8	O=c1c(OC2OC(CO)C(O)C(O)C2OC2OC(CO)C(O)C(O)C2O)c(-c2ccc(O)cc2)oc2cc(O)cc(O)c12 (configuration not stated)	-3%	26%	-1%	i	-7%	0.1%	-13%	-7%	8%
9	CCC(=O)c1ccc(OCC(=O)OCC(=O)N(C)CC(=O)Nc2ccc(F)cc2)cc1	-6%	6%	8%	i	-3%	-0.2%	-3%	-10%	-20%
10	CCCN(c1ccc(OCC)cc1)S(=O)(=O)c1ccc2c(c1)CCN2C(=O)CCC(=O)O	1%	1%	-3%	i	0%	-0.2%	-6%	-5%	4%
11	Cc1ccc(CC(=O)Nc2cccc(S(=O)(=O)N3CCOCC3)c2)cc1	-3%	4%	7%	i	9%	-0.6%	2%	4%	-4%
12	CCc1cccc(NC(=O)COC(=O)c2cn(CC)c3nc(C)ccc3c2=O)c1	1%	?	6%	i	.	-0.5%	.	18%	-77%
13	O=C(NCCc1ccc(Cl)cc1)c1cnccn1	-2%	1%	20%	i	-1%	-0.5%	1%	5%	2%
14	O=C(NCC1CCCO1)C1CCN(C(=O)c2ccc(Cl)cc2)CC1 (configuration not stated)	-5%	-5%	-12%	?	6%	-0.3%	2%	1%	1%
15	NS(=O)(=O)c1ccc(CNS(=O)(=O)c2cc(C(=O)O)ccc2Cl)cc1	-2%	-1%	-9%	i	6%	0.1%	-10%	8%	2%
16	COc1cccc(N2CCN(C(=O)c3ccc(CSc4nc5ccncc5[nH]4)cc3)CC2)c1	5%	?	-16%	?	-2%	3.0%	14%	?	-33%
17	CCCCOC(=O)c1ccc(NC(=S)NC(=O)c2c(Cl)cnn2C)cc1	8%	-11%	4%	i	0%	-0.5%	20%	?	-7%
18	CC(C)(C)n1cnc(C(N)=O)c1N	-2%	0%	-6%	i	-6%	1.7%	2%	13%	6%
19	CN=C(C)c1c(O)c2ccccc2oc1=O	1%	3%	17%	i	-3%	2.4%	?	-5%	3%
20	CC(=O)NC(c1ccccc1)c1nc(-c2cccc(C#N)c2)cs1 (configuration not stated)	.	10%	-9%	i	-18%	0.0%	.	.	-16%
21	COc1cc2oc(=O)ccc2cc1[C@H](O)[C@@H](O)C(C)(C)O	-2%	-14%	11%	i	-6%	-1.5%	-15%	10%	-11%
22	CCN(CC)C(=O)Cn1c(=O)n(-c2ccc(OC)cc2OC)c(=O)c2c(C)c(C(=O)N(CC)CC)sc21	1%	-2%	4%	i	.	1.4%	.	.	0%
23	O=C(C1=C[C@H](C2CC2)C[C@H](OCc2ccc(CO)cc2)O1)N1CCN(Cc2ccccc2)CC1	-4%	-8%	-16%	i	2%	5.8%	?	-14%	-43%
24	COc1ccc(/C=N/Nc2ccc(C(F)(F)F)cc2[N+](=O)[O-])cc1	-1%	12%	-12%	i	2%	4.3%	-3%	8%	-1%
25	COC(=O)c1cc(COC(=O)c2nc3nc(C)cc(C)n3n2)oc1C	10%	-6%	2%	i	2%	-0.6%	0%	3%	-16%
26	CCc1cc(=O)oc2cc(C)cc(OC(C)C(=O)NCCN3CCOCC3)c12 (configuration not stated)	0%	15%	4%	i	3%	-0.7%	-7%	0%	-8%
27	COC(=O)c1ccccc1NC(=O)CSc1nnc(Cc2ccc(Cl)cc2)o1	-2%	-16%	5%	i	-3%	0.3%	-180%[0.0737 µM]	-19%	8%
28	COc1ccc(CCC(=O)Nc2cnc3ccccc3c2)cc1	1%	2%	30%	i	0%	-0.8%	3%	10%	0%
29	Cc1ccc(-n2cc3c(=O)n(C)c(=O)n(C)c3c2)cc1C	-2%	-20%	6%	i	10%	5.0%	1%	19%	-21%
30	COc1ccccc1/C=C(/C(=O)OCC(N)=O)c1ccccc1	13%	-17%	.	i	-3%	3.2%	13%	10%	13%
31	c1ccc(Cn2nnc3c(NCc4ccc5c(c4)OCO5)ncnc32)cc1	-5%	7%	9%	i	1%	-0.4%	8%	-10%	7%
32	CCc1ccccc1NC(=O)CSc1nnc(-c2cc(OC)c(OC)c(OC)c2)o1	2%	-24%	-13%	i	.	2.8%	.	13%	-31%
33	CCOC(=O)C1=C[C@@H](C(C)(C)C)N(S(=O)(=O)c2ccc(C)cc2)[C@H]1c1ccc(C)cc1	.	?	-6%	i	0%	3.9%	.	.	-30%
34	CCCNS(=O)(=O)/C=C/c1ccccc1	14%	?	-21%	i	-6%	-0.6%	-4%	-16%	-21%
35	COc1ccc(NC(=O)C(CCS(C)(=O)=O)N2C(=O)c3ccccc3C2=O)cc1 (configuration not stated)	6%	2%	11%	i	19%[57.1 µM]	-0.1%	8%	1%	0%
36	CCC(=O)N1CCc2cc(Br)cc(S(=O)(=O)C3(C(=O)OC)CC3)c21	-1%	-9%	-6%	i	8%	-0.4%	0%	.	1%
37	O=C1c2ccc(-c3ccc(F)cc3OCc3ccccc3)cc2S(=O)(=O)c2cccc(C(=O)N3CCN(c4ncc(Cl)cc4Cl)CC3)c21	-6%	-5%	-10%	i	-6%	0.5%	-6%	-16%	-51%
38	CC(C)CC(=O)NC(=S)Nc1sc2c(c1C(N)=O)CCC2	3%	3%	31%	i	35%	0.5%	?	?	-6%
39	CC(C)CC(=O)N1CCN(Cc2cccc([N+](=O)[O-])c2)CC1	9%	-8%	-7%	i	-3%	-0.2%	9%	?	0%
40	CSc1ccc(/C=C/C(=O)NC23CC4CC(CC(C4)C2)C3)cc1	0%	2%	55%[activator]	i	-11%	0.0%	24%	?	-7%
41	CC(=O)Nc1ccc(CN2CCN(CC(C)C)C(CCO)C2)cc1 (configuration not stated)	-2%	11%	-7%	i	-1%	-0.8%	-2%	4%	-4%
42	O=C(N/N=C/c1ccc([N+](=O)[O-])cc1)c1cnccn1	-3%	3%	22%	i	6%	0.2%	0%	?	12%
43	COc1ccc(NC(=O)N2CCC(NC(=O)c3ccco3)CC2)cc1	-10%	6%	-23%	i	0%	-0.9%	1%	-15%	-22%
44	Cc1cccc(NS(=O)(=O)c2nnc(NC(=O)c3ccc(Cl)cc3)s2)c1	9%	-25%	7%	i	11%	0.1%	-1%	0%	-28%
45	O=S1(=O)CC(O)C(N=Nc2c(O)n(Cc3ccccc3)c3ccccc23)C1 (configuration not stated)	3%	10%	-1%	i	1%	0.7%	-2%	-3%	1%
46	O=C1N(C2CCCC2)C[C@@H]2C[C@@H](c3cccn3-c3nccs3)N3CCC[C@@]123	4%	-5%	.	i	13%	0.3%	-2%	-2%	-6%
47	CSc1ccc(OC2(C)CCN(Cc3ccc4c(c3)OCCO4)C2)cc1 (configuration not stated)	.	?	-22%	i	7%	0.1%	.	.	-27%
48	O=c1[nH]c(=S)[nH]nc1Cc1ccc(Cl)c(Cl)c1	2%	0%	2%	i	-12%	0.2%	7%	-19%	-21%
49	Cn1c(=O)c(-c2ccccc2)c(O)c2ccccc21	4%	4%	.	i	-2%[57.1 µM]	-0.2%	4%	9%	4%
50	N#CC(=Nc1ccccc1)c1ccccc1	-6%	14%	8%	i	-12%	0.3%	-24%	17%	9%

More records follow.
No.	smiles	A549 viability	TGFb SMAD3 inh	ATXN2 expr inh	ATXN viability	EPAC2 antagonist	Nrf2 ARE act	MCF10A rereplic	Nrf2 inh	HepG2 viability
51	Fc1ccc(C2CC(c3ccco3)=Nc3ccccc3S2)cc1 (configuration not stated)	16%	-2%	.	?	-8%	-0.3%	?	1%	17%
52	Cc1cc(Br)ccc1NC(=O)CNC(=O)CSc1n[nH]c(N)n1	5%	-8%	5%	i	-3%	2.0%	-1%	-10%	-8%
53	Fc1ccc(CN(Cc2ccccc2)C(c2cccs2)c2nnnn2C2CCCCC2)cc1 (configuration not stated)	-6%	5%	-16%	i	-2%	-0.4%	?	?	-25%
54	Cc1nc(N2CCN(C(c3ccccc3)c3ccccc3)CC2)[nH]c(=O)c1C	-3%	-1%	4%	i	8%	-0.8%	0%	6%	0%
55	CCOc1ccc2cc(-c3nnc(Nc4ccccc4F)s3)c(=O)oc2c1	-1%	33%[activator]	.	.	.	3.1%	.	6%	-3%

Structural class: those above containing a thiophene ring, fused or not (4)
No.	smiles	A549 viability	TGFb SMAD3 inh	ATXN2 expr inh	ATXN viability	EPAC2 antagonist	Nrf2 ARE act	MCF10A rereplic	Nrf2 inh	HepG2 viability
3	Cc1ccc2nc(Cl)c(C3CC(c4cccs4)=NN3C(=O)CCC(=O)O)cc2c1 (configuration not stated)	-18%	-2%	.	i	0%	1.8%	14%	1%	-6%
22	CCN(CC)C(=O)Cn1c(=O)n(-c2ccc(OC)cc2OC)c(=O)c2c(C)c(C(=O)N(CC)CC)sc21	1%	-2%	4%	i	.	1.4%	.	.	0%
38	CC(C)CC(=O)NC(=S)Nc1sc2c(c1C(N)=O)CCC2	3%	3%	31%	i	35%	0.5%	?	?	-6%
53	Fc1ccc(CN(Cc2ccccc2)C(c2cccs2)c2nnnn2C2CCCCC2)cc1 (configuration not stated)	-6%	5%	-16%	i	-2%	-0.4%	?	?	-25%
